Tau fluor counter: counter-screen for tau fibril formation inhibitors. Potency, µM (top dose mostly 57.7 µM), for the others: at the highest dose activity change, negative = decrease. tau K18 P301L Alexa594 fluorescence, heparin fibrillization. 280,000 compounds, 0.93% hits; note: nearly all actives have a fitted effect of over 55% in size
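Human K18 P301L tau (15 uM unlabeled plus 0.24 uM Alexa 594-labeled, final) in 100 mM sodium acetate pH 7 was mixed with compound and 20 uM heparin and incubated 6 hr at 37 C.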
L3MBTL1 inh: inhibitors of human L3MBTL1; Q9Y468; AlphaScreen L3MBTL1–H3K9me1 peptide binding; Potency, µM (doses to about 57.1 µM), for inactives: at the highest dose activity, negative = inhibition, actives largely listed as inhibitors; 230,000 compounds, 0.66% hits; note: nearly all actives have a fitted effect of over 60% in size
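Read-out is AlphaScreen signal from streptavidin donor and nickel chelate acceptor beads (10 ug/mL final each) bridging L3MBTL1 (50 nM) and biotinylated K9-monomethylated H3(1-15) peptide (75 nM), after 30 min compound exposure at room temperature.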
Tau fibril FP: blocks human tau fibril formation measured by polarization. P10636. K18 P301L tau heparin fibrillization, Alexa594 FP, 6 h. Potency, µM (series often up to 57.7 µM), for inactives: top-dose activity, negative = inhibition, actives largely listed as inhibitors. 280,000 compounds, 0.39% hits; note: nearly all actives have a fitted effect of over 55% in size
Target sequence (P10636 561-689 P618L limits assumed): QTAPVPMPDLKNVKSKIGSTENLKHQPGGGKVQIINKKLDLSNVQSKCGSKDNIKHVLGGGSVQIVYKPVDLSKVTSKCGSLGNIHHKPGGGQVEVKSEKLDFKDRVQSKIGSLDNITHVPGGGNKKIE
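K18 P301L tau (15 uM unlabeled/0.24 uM Alexa 594-labeled, final) + compound + heparin 20 uM final; 100 mM NaOAc pH 7; 6 hr 37 C; ThT 30 uM final added, 1 hr RT; FP ex 555/em 632 nm.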
GLA spleen mod: inhibits or activates alpha-galactosidase in human spleen homogenate. 240,000 compounds, 0.008% hits. human spleen homogenate, 4MU-alpha-Gal fluorescence, 40 min. AID 2107. P06280. Potency, µM (doses to about 80 µM), for inactives: at the top dose activity change, negative = inhibition, hits mostly inhibitors;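 note: 0% = enzyme with vehicle and -100% = no enzyme basal signal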
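Fluorogenic readout (Ex 365/Em 440 nm) of 4-methylumbelliferone released from 1 mM 4-MU-alpha-galactoside by spleen homogenate, 40 min at 37C, pH 5.0. Data normalized to no-enzyme and enzyme controls; Hill-equation AC50 from compound titrations.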
ALDH1A1 inh: ALDH1A1 (human) enzyme inhibition. P00352. Purified ALDH1A1, NADH fluorescence, propionaldehyde substrate. Potency, µM (top dose mostly 75.3 µM), without a hit: top-dose activity, negative = inhibition, most hits filed as inhibitors. 220,000 compounds, 7.3% hits; active = well fitted inhibition curve with a large enough effect, not every such curve was filed as active; inconclusive = small, poorly fitted or top-dose-only effect, or another doubt; inactive = no such curve, though single readings can be large or run the other way;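 note: plate controls were no enzyme wells and a reference inhibitor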
Target sequence (P00352 whole entry, looked up): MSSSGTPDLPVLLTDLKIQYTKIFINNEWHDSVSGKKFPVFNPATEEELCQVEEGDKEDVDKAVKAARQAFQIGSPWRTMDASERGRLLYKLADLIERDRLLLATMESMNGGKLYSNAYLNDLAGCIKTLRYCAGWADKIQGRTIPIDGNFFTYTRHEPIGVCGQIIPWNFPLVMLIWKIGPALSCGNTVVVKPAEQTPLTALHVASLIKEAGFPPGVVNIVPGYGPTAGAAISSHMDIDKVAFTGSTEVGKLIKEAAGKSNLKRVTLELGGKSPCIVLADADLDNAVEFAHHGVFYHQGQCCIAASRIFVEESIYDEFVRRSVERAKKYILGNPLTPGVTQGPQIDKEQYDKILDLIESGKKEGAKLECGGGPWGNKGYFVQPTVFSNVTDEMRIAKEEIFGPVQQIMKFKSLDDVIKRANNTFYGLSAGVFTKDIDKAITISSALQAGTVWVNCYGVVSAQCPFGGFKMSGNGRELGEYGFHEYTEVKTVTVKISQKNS
TexasRed fluor: alters Texas Red total fluorescence, flagging assay interference. AID 1479. 280,000 compounds, 0.29% hits. TRb/SRC2 Texas Red total fluorescence interference. Potency, µM (doses to about 106 µM), inactives show top-dose fluorescence change, negative = quenching; active = well fitted curve in either direction with a large enough effect; inconclusive = small, poorly fitted or top-dose-only effect
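Human TRb ligand-binding domain at 0.6 uM with 20 nM Texas Red SRC2 peptide in Tris buffer containing 1 uM T3 and 5% DMSO, incubated with compound 5 h at ambient temperature. Total fluorescence (555/632 nm) calculated as parallel + 2 × perpendicular.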
Tau ThT inhib: blocks human tau fibril formation measured by thioflavin T | Potency, µM (doses to about 57.4 µM), without a hit: top-dose activity, negative = inhibition, hits mostly inhibitors | 270,000 compounds, 2.1% hits | P10636 | recombinant tau K18 P301L (four-repeat tau fragment), heparin-induced fibrillization, ThT fluorescence; note: nearly all actives have a fitted effect of over 55% in size
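Heparin-induced fibrillization of the P301L-mutant K18 repeat-domain fragment of human tau was followed by ThT binding in quantitative high-throughput format.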
TRb SRC2 PPI: TRbeta-SRC2 interaction inhibition; 280,000 compounds, 0.065% hits; TRbeta-SRC2 peptide binding, fluorescence polarization; receptor liganded with 1 µM T3; Potency, µM (doses to about 106 µM), for inactives: at the top dose activity change, negative = inhibition, actives largely listed as inhibitors;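 note: plate controls were bound peptide for no effect and peptide without receptor for full effect; nearly all actives have a fitted effect of over 50% in size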
Target sequence (P10828 whole entry, looked up): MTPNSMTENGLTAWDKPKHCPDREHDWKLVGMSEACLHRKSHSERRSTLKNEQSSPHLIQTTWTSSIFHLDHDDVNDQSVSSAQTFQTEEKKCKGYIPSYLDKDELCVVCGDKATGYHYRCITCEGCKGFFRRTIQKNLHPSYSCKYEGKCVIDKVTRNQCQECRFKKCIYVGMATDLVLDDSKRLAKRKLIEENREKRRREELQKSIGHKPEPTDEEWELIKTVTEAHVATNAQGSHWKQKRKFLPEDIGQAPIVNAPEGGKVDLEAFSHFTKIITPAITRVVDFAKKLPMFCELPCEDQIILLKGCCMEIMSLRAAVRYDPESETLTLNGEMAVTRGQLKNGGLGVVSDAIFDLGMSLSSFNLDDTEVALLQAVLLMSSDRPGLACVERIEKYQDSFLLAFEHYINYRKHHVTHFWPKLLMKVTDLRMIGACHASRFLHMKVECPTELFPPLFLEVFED
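Decrease in fluorescence polarization of 20 nM Texas Red SRC2 coactivator peptide flagged inhibition of its binding to 0.6 uM TRb LBD; 1 uM T3 included, incubation 5 hr, ex 555/em 632 nm.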
* = called active by the depositor; ? = inconclusive; · = not tested or not shown; [ ] = remark or other dose. Unless noted, calls come from the whole dose curve; as a rule, active = well fitted curve in the direction sought with a large enough effect; inconclusive = small, poorly fitted or top-dose-only effect, or another doubt; inactive = no such curve, though single readings can be large; an effect the other way counts as inactive or inconclusive. Unless noted, % is set by controls: 0 for no effect and ±100 for the full control effect; potency is the fitted concentration of half-maximal effect.

SMILES	Tau fluor counter	L3MBTL1 inh	Tau fibril FP	GLA spleen mod	ALDH1A1 inh	TexasRed fluor	Tau ThT inhib	TRb SRC2 PPI
Brc1nc(Br)n(Cc2ccccc2)n1	-3%	16%	-2%	3%	8%	0%	0%	-3%
CO/N=C/Cc1c([N+](=O)[O-])c(C)nn1C	-3%	7%	-3%	-4%	5%	-3%	-8%	-6%
COc1ccccc1C1(O)CCN(CC(=O)Nc2c(C)nn(C)c2C)CC1	9%	6%	-5%	-1%	6%	-10%	12%	4%
O=C(Cn1c(-c2cccs2)cc2cc(F)ccc21)N1CCN(c2ccccc2)CC1	-27%	·	7%	·	·	?	-10%	-1%
Cc1cc(NC(=O)CCC(=O)N(c2cccc(F)c2)C(C(=O)NC2CCCC2)c2ccncc2)no1 (stereo not given)	7%	-7%	12%	-15%	6%	-2%	0%	-13%
CCOc1ccc(CCNC(=O)CCc2c(C)nc3c4c(C)cc(C)nc4nn3c2C)cc1	-4%	·	?	·	·	-1%	?	5%
CCNc1nc(NCC)nc(Oc2ccc(OCC)nn2)n1	-2%	0%	3%	-6%	10%	-5%	-2%	4%
CN(C)/C=C(/C(=O)c1ccc(Cl)cc1)S(=O)(=O)c1ccc(Cl)cc1	-4%	0%	-17%	1%	-1%	-6%	5%	-4%
CCc1ccc2[nH]c3nc(SCc4nnc(-c5ccccc5)o4)nnc3c2c1	7%	·	?	-6%	·	-3%	11%	2%
Cc1ccc(S(=O)(=O)NCC(=O)OCC(=O)NCc2ccc(F)cc2)cc1	-12%	2%	-14%	-6%	-3%	-4%	-8%	-1%
O=C(CN1CCCCCC1)NN(Cc1ccccc1)c1ccccc1	1%	-3%	5%	-4%	·	-3%	-6%	-5%
Cc1ccc(C(=O)Nc2ccc(C(=O)O)cc2)cc1S(=O)(=O)Nc1ccccc1	-3%	·	-6%	·	·	-4%	8%	2%
COc1ccc(C(=O)Oc2ccc(C(=S)N3CCCC3)cc2)cc1OC	1%	7%	-8%	-1%	-2%	0%[53 µM]	1%	-3%[53 µM]
CCn1c(C)c(C)c2cc(C(=O)NCc3ccc(F)cc3)ccc21	?	·	4%	·	·	1%	-18%	-8%
Cc1c(NS(=O)(=O)c2cccs2)cccc1-c1nc2cccnc2s1	?	4%	-5%	3%	·	-1%	-13%	7%

2 entries picked at random from the list so far, as already listed:
SMILES	Tau fluor counter	L3MBTL1 inh	Tau fibril FP	GLA spleen mod	ALDH1A1 inh	TexasRed fluor	Tau ThT inhib	TRb SRC2 PPI
Brc1nc(Br)n(Cc2ccccc2)n1	-3%	16%	-2%	3%	8%	0%	0%	-3%
CCOc1ccc(CCNC(=O)CCc2c(C)nc3c4c(C)cc(C)nc4nn3c2C)cc1	-4%	·	?	·	·	-1%	?	5%

As entered above:
COc1ccccc1C1(O)CCN(CC(=O)Nc2c(C)nn(C)c2C)CC1 – Tau fluor counter: 9%
Cc1c(NS(=O)(=O)c2cccs2)cccc1-c1nc2cccnc2s1 – GLA spleen mod: 3%

The list goes on:
SMILES	Tau fluor counter	L3MBTL1 inh	Tau fibril FP	GLA spleen mod	ALDH1A1 inh	TexasRed fluor	Tau ThT inhib	TRb SRC2 PPI
Cc1nc(CNS(=O)(=O)c2cccc(F)c2)cs1	-3%	-2%	-2%	-5%	?	0%	3%	13%
CNc1nc(N)c([N+](=O)[O-])c(Nc2cccc(Cl)c2)n1	-15%	-6%	-6%	5%	2%	-3%	-2%	-6%
CC1=CC(C)[C@H](/C=N/n2c(=O)[nH]c3c([nH]c4ccc(C)cc43)c2=O)C(C)C1 (stereo not given in full)	-8%	·	7%	?	?	-2%	-9%	7%
CCN(CC)c1ccc(NC(=O)C(NS(=O)(=O)c2cccs2)C(C)C)c(C)c1 (stereo not given)	-23%	·	7%	·	·	4.5µM*[quencher]	?	-18%[53 µM]
CSCCC(NS(=O)(=O)/C=C/c1ccccc1)C(=O)O (stereo not given)	8%	2%	2%	-5%	5%	-2%	6%	-4%
NC(=Nc1ccccc1)Nc1ccccc1	·	·	·	12%	-1%	-3%[201 µM]	·	5%[201 µM]
COc1ccc(CNC(=O)CCCCCNc2nc(=S)[nH]c3ccccc23)cc1	-5%	6%	2%	4%	9%	0%	1%	0%
CCOc1ccc(-c2nc(CSCC(=O)N3CCN(c4cccc(C(F)(F)F)c4)CC3)c(C)o2)cc1	-16%	·	-5%	·	·	-2%	?	2%
O=C(COC(=O)c1cc([N+](=O)[O-])ccc1NCCO)c1ccc(Cl)cc1	?	-13%	-10%	-2%	?	-6%	-11%	-11%
CCC(C(=O)OCc1cc(=O)n2nc(C)sc2n1)c1ccccc1 (stereo not given)	-5%	·	2%	·	·	?	-1%	-9%
CCOC(=O)N1CCC(c2cc(=O)n3[nH]cc(C(=O)OC)c3n2)CC1	-4%	1%	-6%	2%	-7%	1%	-12%	1%
CCC(C)NC(=O)CN(c1cc(C)ccc1OC)S(C)(=O)=O (stereo not given)	-4%	·	0%	3%	3%	-3%	-9%	-7%
CC(=O)c1c(C)n(CCO)c2ccc(O)cc12	-3%	·	3%	7%	1%	3%	0%	-1%
O=C(COC(=O)[C@@H]1CC(O)CN1S(=O)(=O)c1ccccc1[N+](=O)[O-])Nc1ccc2ccccc2c1 (stereo not given in full)	?	-10%	-7%	-5%	-1%	2%	-7%	0%
CN1CCc2nc3sc(C(=O)NCc4ccccc4)c(N)c3cc2C1	?	-17%	-12%	-1%	25µM*	-4%	14µM*	-3%
O=C(CCc1ccccc1)Nc1ccc(NC(=O)C2CCCCC2)nc1	19%[2.34 µM]	3%	4%[2.34 µM]	2%	?	1%	0%	4%
Oc1c(Br)cc(Br)cc1/C=N/NC(=S)N[C@H]1CC2C=CC1C2 (stereo not given in full)	?	-70%	?	-4%	13µM*	-8%	?	-5%
CCc1ccccc1NC(=O)CSC1=Nc2ccccc2C2=NC(Cc3ccccc3)C(=O)N12 (stereo not given)	-6%	·	4%	·	·	-1%	-7%	1%
CC(=O)NCCn1c(SCC(=O)c2ccc(Cl)cc2)nc2ccccc2c1=O	-6%	3%	-9%	-22%	?	3%	-3%	-3%
CN(C)CCNC(=O)Nc1cccc(Cl)c1Cl	-2%	-16%	5%	5%	7%	-1%	1%	-11%
O=C(N/N=C1\CCCc2oc(C(=O)O)cc21)c1ccccc1	-9%	2%	-6%	7%	-6%	-7%	-18%	6%
CCOc1ccc(NS(=O)(=O)c2cc(Cl)ccc2OC)cc1	-22%	·	1%	3%	2%	3%	5%	-15%
COc1ccc(NC(=O)c2ccccc2[N+](=O)[O-])cc1OC	-9%	-1%	4%	2%	9%	-4%[53 µM]	-12%	5%[53 µM]
Cc1ccc(NC(=S)N(CCCN2CCOCC2)Cc2ccco2)cc1	9%	-2%	-1%	5%	-3%	0%	2%	-9%
COc1ccc(N2CCN(c3csc4ccccc4c3=O)CC2)cc1	?	·	-5%	·	·	0%	11µM*	4%
O=P(O)(CP(=O)(c1ccccc1)c1ccccc1)c1ccccc1	4%	8%	7%	-19%	-2%	0%	-1%	-17%
CSc1nc2sc3c(c2c2nncn12)CCC3	-9%	7%	-8%	-1%	7.9µM*	-1%	-10%	-10%
COc1cc(C2c3c(-c4cc(Cl)c(C)cc4O)n[nH]c3C(=O)N2Cc2cccnc2)ccc1O (stereo not given)	-24%	0%	2%	1%	7%	-2%	-14%	-2%
O=Cc1c(SCCO)nc2ccccn2c1=O	-6%	8%	11%	6%	·	-2%	-6%	-5%
COc1ccc(/C=N/Nc2nnc(C)n2N)cc1OC	-19%	·	?	9%	5%	-2%	28µM*	0%

Profiles as entered above. Order of screens: Tau fluor counter | L3MBTL1 inh | Tau fibril FP | GLA spleen mod | ALDH1A1 inh | TexasRed fluor | Tau ThT inhib | TRb SRC2 PPI
O=C(N/N=C1\CCCc2oc(C(=O)O)cc21)c1ccccc1 as listed: -9% | 2% | -6% | 7% | -6% | -7% | -18% | 6%
CN(C)CCNC(=O)Nc1cccc(Cl)c1Cl as listed: -2% | -16% | 5% | 5% | 7% | -1% | 1% | -11%

Following part:
SMILES	Tau fluor counter	L3MBTL1 inh	Tau fibril FP	GLA spleen mod	ALDH1A1 inh	TexasRed fluor	Tau ThT inhib	TRb SRC2 PPI
CCOC(=O)c1cc(CC)sc1NC(=O)c1ccc(N2C(=O)CCC2=O)cc1	?	-2%	-10%	1%	?	-4%	-3%	-1%
COc1cc2c(cc1OC)CN(C(=O)Nc1ccccc1)CC2	-10%	1%	-7%	·	·	112µM*[quencher]	-10%	-10%
CCOc1ccc2nc(SC3CC(=O)N(c4ccc(OC)cc4)C3=O)sc2c1 (stereo not given)	-25%	-3%	9%	-6%	16µM*	-2%	?	-1%
COCC(=O)NC1CCN(S(=O)(=O)c2ccc(C(=O)O)cc2)CC1	-10%	-4%	-8%	-1%	-1%	-6%	-8%	-16%
CCOC(=O)CN1C(=O)N(CC)C(C)=C(C(=O)OC)[C@@H]1c1ccccc1	5%[11.6 µM]	·	5%[11.6 µM]	-4%[17.5 µM]	-3%[13.5 µM]	-3%[11.2 µM]	7%[11.5 µM]	3%[11.2 µM]
COc1nc(-c2ccccc2)nc(C)c1CC(=O)O	-14%	11%	-2%	-8%	3%	0%	-14%	-7%
CCN1CCN(CC(=O)N2c3ccccc3CC2C)CC1 (stereo not given)	-3%	6%	0%	-6%	?	3%	-5%	-1%
COCCCNC(=O)c1cc2c(=O)n3cccc(C)c3nc2s1	-4%	·	2%	·	·	6%	-4%	1%
CCc1nc2scc(-c3ccc(C)cc3)c2c(=O)n1N	-7%	7%	2%	1%	0%	2%	-3%	-4%
Cc1ccc(/C=N/n2nnnc2N)o1	-8%	·	-5%	12%	-12%	-2%	-15%	4%
Cc1cc2c(c(SCC(=O)NCc3ccccc3Cl)n1)C(=O)OC2	-7%	·	0%	8%	-4%	-1%	-4%	0%
Cc1ccc(-c2nc(C3CCCN(S(=O)(=O)c4ccc(C)cc4)C3)no2)cc1 (stereo not given)	-24%	0%	-5%	12%	11%	-2%	-3%	2%
CCCCCc1cc(=O)[nH]c(=S)[nH]1	2%	·	-2%	6%	·	2%	4%	1%
Nc1ccc2oc3ncccc3c(=O)c2c1	-4%	-2%	0%	-11%	6%	-5%	-9%	-16%
O=C(COc1ccc(F)cc1)OCc1cc(=O)n2nc(C3CC3)sc2n1	-5%	·	0%	·	·	1%	-8%	0%
COc1cc(CNCCO)ccc1OCC(=O)Nc1ccc(Br)cc1	-6%	2%	-3%	4%	-4%	-3%	-10%	-10%

Bioassay records: PubChem BioAssay, National Center for Advancing Translational Sciences (NCATS)
